High-throughput results as filed in PubChem.
Rab2 wt GTP – changes GTP binding to wildtype dog Rab2A, up or down | P61105 | GST-Rab2 wt beads, Bodipy-GTP binding, flow cytometry | GTP binding activity, % at 10 µM | actives 0.19% (n = 190,000);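 active = GTP binding activity at least 20 points away from 100%, either lowered or raised; inconclusive = signal likely due to the compound's own green fluorescence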;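 note: 0% = beads with excess unlabeled GTP and 100% = no-compound control corrected for plate trend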
Mcl1 Noxa PPI – disrupts binding of human Mcl-1 to Noxa peptide | Q07820 | TR-FRET Mcl-1/Noxa peptide binding, 2 h | inhibition, % at 21.7 µM | actives 1.5% (n = 220,000) | AID 1022;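 active = compounds that cut the protein-peptide binding signal by more than 50% relative to plate controls in a single-dose test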;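 note: His-tagged Mcl-1 with rhodamine Noxa BH3 peptide and terbium anti-His antibody; 0% = Mcl-1 plus Noxa peptide wells and 100% = peptide-only wells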
Avidin fluor – compound fluoresces at 488/530 nm on avidin beads. compound fluorescence 488/530 nm, flow cytometry; hits give high values. fluorescence (KMESF) at 10 µM. actives 0.38% (n = 220,000). AID 1775; in the data active = fluorescence above about 47; note: inactives centre near 10
Rab7 wt modul – dog Rab7 wildtype GTP binding, inhibitors and activators | GST-Rab7 beads, fluorescent GTP binding, flow cytometry; actives lie on both sides; untreated = 100%, excess cold GTP = 0% | GTP binding activity (percent of control), % at 10 µM | actives 0.055% (n = 190,000);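 active = fluorescent GTP binding to Rab7 beads changed by at least 20 points from the 100% baseline, either direction, mostly lower; inconclusive = compound itself probably fluorescent, or too few beads counted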;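 note: median green fluorescence of bound Bodipy-FL-GTP per Rab7 bead population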
HRas wt GTP – modulators of GTP binding to human HRas wildtype | P01112 | GST-Ras wt beads, Bodipy-FL-GTP binding, flow cytometry; actives lie on both sides | GTP binding activity, % at 10 µM | actives 0.14% (n = 190,000) | AID 759;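 active = GTP binding activity at least 20% away from the 100% baseline, either lowered as inhibitor or raised as activator; inconclusive = flagged as likely green fluorescent, judged across all proteins in the well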;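 note: 0% = unlabeled GTP competition control and 100% = no-compound control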
Pf gamet viab – kills late stage P. falciparum gametocytes. P. falciparum stage V gametocytes, ATP luminescence, 24 h. inhibition, % at 10.9 µM. actives 0.065% (n = 150,000). AID 743093;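 active = inhibition above the mean plus 3 SD of compounds within the control limits, set per campaign, cut at about 38% in these data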;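 note: 0% = DMSO wells and 100% = medium only without gametocytes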
Cdc42 wt – human Cdc42 wildtype GTP binding change, either direction; P60953; GST-Cdc42 beads, Bodipy-GTP binding, flow cytometry; actives lie on both sides; percent activity (GTP binding), % at 10 µM; actives 0.2% (n = 190,000); AID 761;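 active = percent activity GTP binding at least 20 points away from the 100% baseline, either down as inhibitor or up as activator; inconclusive = compound flagged as likely green fluorescent from well-wide comparison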;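 note: median bead fluorescence of bound Bodipy-FL-GTP at 100 nM; 0% = excess unlabeled GTP control and 100% = no compound control; below 100% means less GTP binding so inhibitor and above means activator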
ABCG2 block – blocks JC-1 efflux by human ABCG2 transporter; Q9UNQ0; IgMXP3 cells, flow cytometry; inhibition, % at 6.6 µM; actives 0.1% (n = 190,000); AID 1325;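 active = inhibition above 80%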;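 note: 0% = DMSO and 100% = nicardipine control wells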
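Test system: IgMXP3 cells (ABCG2) mixed with DDAO far-red-labelled CCRF-Adr cells (ABCB1). Reagent: JC-1 transporter substrate. Compound dosing: single test compound dose, 6.6 µM final. Times: 10 min compound exposure, 25 °C. Detection: flow cytometry of retained JC-1 fluorescence. Read-out basis: efflux inhibition in percent versus controls. Controls: nicardipine and DMSO wells.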
Rac1 mut GTP – human Rac1 activated mutant GTP binding change. actives 0.11% (n = 190,000). GST-Rac1 activated beads, fluorescent GTP binding, flow cytometry; actives lie on both sides; 100% means binding = to untreated wells. P63000. percent activity (GTP binding), % at 10 µM;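 active = GTP binding at least 20 percentage points away from the 100% baseline, in either direction, so actives lie on both sides; inconclusive = Compound likely fluorescent itself, or too few beads counted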
Rac1 wt GTP bind – human Rac1 wildtype GTP binding, inhibitors and activators | GTP binding activity (% of control), % at 10 µM | actives 0.27% (n = 190,000) | GST-Rac1 beads, fluorescent GTP binding, flow cytometry; actives lie on both sides; 0 = cold GTP competed, 100 = untreated | AID 757;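 active = GTP binding activity at least 20 points away from the 100% control level, either lower or higher; inconclusive = compound flagged as likely green fluorescent, judged across all proteins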
ABCB1 block – inhibitors of human ABCB1 transporter, ABCG2 counter-screen; actives 0.067% (n = 190,000); CCRF-Adr cells, JC-1 efflux, flow cytometry; P08183; inhibition, % at 6.6 µM; AID 1326; in the data active = inhibition above about 40%;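 note: 0% = vehicle and 100% = reference inhibitor; higher value means more JC-1 retained so stronger ABCB1 efflux block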
Target sequence (P08183 whole entry, looked up): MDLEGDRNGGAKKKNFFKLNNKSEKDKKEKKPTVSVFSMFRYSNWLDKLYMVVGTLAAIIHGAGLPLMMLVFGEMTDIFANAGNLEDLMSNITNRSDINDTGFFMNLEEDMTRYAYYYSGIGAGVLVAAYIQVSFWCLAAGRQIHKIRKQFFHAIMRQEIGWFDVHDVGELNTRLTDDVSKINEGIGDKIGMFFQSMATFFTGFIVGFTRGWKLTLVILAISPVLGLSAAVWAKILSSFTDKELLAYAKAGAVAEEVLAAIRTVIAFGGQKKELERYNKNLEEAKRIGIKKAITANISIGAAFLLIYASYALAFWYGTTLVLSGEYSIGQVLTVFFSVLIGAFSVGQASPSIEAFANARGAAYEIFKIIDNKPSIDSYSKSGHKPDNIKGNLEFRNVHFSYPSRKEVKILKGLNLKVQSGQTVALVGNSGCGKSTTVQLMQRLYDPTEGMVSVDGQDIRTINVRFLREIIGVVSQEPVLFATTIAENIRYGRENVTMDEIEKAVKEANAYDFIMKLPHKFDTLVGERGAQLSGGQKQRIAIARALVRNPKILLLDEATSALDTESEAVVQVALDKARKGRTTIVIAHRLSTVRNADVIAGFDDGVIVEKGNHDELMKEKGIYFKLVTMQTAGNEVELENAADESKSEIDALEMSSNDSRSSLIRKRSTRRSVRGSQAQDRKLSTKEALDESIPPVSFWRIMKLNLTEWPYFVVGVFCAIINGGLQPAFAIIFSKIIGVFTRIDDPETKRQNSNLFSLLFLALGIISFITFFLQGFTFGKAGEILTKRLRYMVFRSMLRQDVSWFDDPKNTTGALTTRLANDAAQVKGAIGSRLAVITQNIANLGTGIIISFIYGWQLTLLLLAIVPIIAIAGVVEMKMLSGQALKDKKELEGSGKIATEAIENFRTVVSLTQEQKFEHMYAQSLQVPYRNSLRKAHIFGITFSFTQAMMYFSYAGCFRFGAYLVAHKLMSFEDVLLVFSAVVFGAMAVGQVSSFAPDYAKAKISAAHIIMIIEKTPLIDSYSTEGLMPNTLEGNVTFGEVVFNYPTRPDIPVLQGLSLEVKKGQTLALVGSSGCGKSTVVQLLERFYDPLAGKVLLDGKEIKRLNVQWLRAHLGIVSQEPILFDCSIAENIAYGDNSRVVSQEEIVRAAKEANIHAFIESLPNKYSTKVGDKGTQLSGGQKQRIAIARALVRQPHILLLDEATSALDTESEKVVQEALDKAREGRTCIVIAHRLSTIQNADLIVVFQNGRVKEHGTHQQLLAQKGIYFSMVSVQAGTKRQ
* marks the source's active call; other numbers are inactive results; ? = inconclusive; . = not tested or not shown; [ ] = remark or other dose.

Below each SMILES: Rab2 wt GTP	Mcl1 Noxa PPI	Avidin fluor	Rab7 wt modul	HRas wt GTP	Pf gamet viab	Cdc42 wt	ABCG2 block	Rac1 mut GTP	Rac1 wt GTP bind	ABCB1 block
> COc1cc(CC(=O)Nc2ccccc2N2CCCCC2)cc(OC)c1OC
→ 94.0	-6.0	24	90.0	92.0	-21.7	95.0	5.4	96.0	95.0	2.2
> C/C(=C1\SC(N2CCOCC2)=NC1=O)c1ccccc1
→ 96.0	0.6	27	97.0	98.0	27.9	100.0	3.4	98.0	101.0	-0.7
> O=C1CCC(C(=O)N2CCCC(C(=O)c3ccc4c5c(cccc35)CC4)C2)=NN1 (stereo unspecified)
→ 92.0	-2.0	11	93.0	95.0	.	96.0	3.7	96.0	98.0	0.6
> N#Cc1c(N)nc(SCC(=O)OCc2ccccc2)c(C#N)c1-c1ccco1
→ 98.0	5.8	39	98.0	97.0	.	97.0	0.5	96.0	102.0	0.3
> CCOC(=O)CC1=NS(=O)(=O)c2ccccc2N1
→ 100.0	19.1	12	100.0	102.0	15.3	104.0	0.0	99.0	106.0	0.1
> COc1ccc(C2=NN(C(=O)c3cccs3)C(c3ccccc3O)C2)cc1 (stereo unspecified)
→ 95.0	-6.5	11	92.0	94.0	.	96.0	20.0	93.0	93.0	0.1
> CCOC(=O)C(C(=O)OCC)=C1OC(=O)c2ccccc21
→ 101.0	12.2	10	95.0	100.0	0.3	103.0	0.2	102.0	104.0	0.0
> O=C(c1cc2c(s1)CCCCC2)N1CCN(c2ncccn2)CC1
→ 99.0	3.8	7	99.0	98.0	-2.5	97.0	40.2	96.0	101.0	1.8
> Cc1ccc(S(=O)(=O)c2c(COC(=O)c3cccc(Cl)c3)c(-c3ccccc3)nn2C)cc1
→ 104.0	12.7	11	103.0	103.0	.	101.0	2.5	100.0	102.0	1.1
> COc1ccc(N2CCN(Cc3cc(OC)c(O)c([N+](=O)[O-])c3)CC2)cc1
→ 98.0	23.2	13	94.0	99.0	.	98.0	12.3	101.0	97.0	0.6
> O=[N+]([O-])c1cccnc1N1CCCCC1
→ 102.0	-3.9	9	102.0	102.0	-40.6	101.0	4.6	97.0	100.0	0.4
> Cc1ccccc1NC(=S)NC(NC(=O)COc1ccccc1)C(Cl)(Cl)Cl (stereo unspecified)
→ 100.0	-4.5	8	102.0	100.0	.	101.0	12.6	97.0	102.0	-0.3
> Cn1cccc1/C=N/NC(=O)c1cc(-c2cccs2)nc2ccccc12
→ 97.0	-7.6	4	104.0	103.0	-20.1	101.0	-1.2	100.0	105.0	-0.7
> COc1ccc(C(C[N+](=O)[O-])n2nc(C)cc2C)cc1 (stereo unspecified)
→ 95.0	17.4	2	102.0	97.0	13.2	101.0	-1.4	97.0	101.0	-0.5
> CCn1c2ccccc2c2cc(/C=N/NC(=O)c3ccccc3C)ccc21
→ 96.0	-9.7	26	99.0	98.0	-4.9	102.0	43.5	98.0	104.0	-0.4
> COc1ccccc1Nc1nc(C)c(C(=O)Nc2ccccc2)s1
→ 99.0	10.4	8	98.0	96.0	9.8	96.0	14.9	98.0	97.0	1.2
> CCOc1cc(C2NN=C(c3ccccc3)S2)ccc1OCc1ccc(F)cc1 (stereo unspecified)
→ 101.0	9.9	15	106.0	101.0	.	100.0	19.6	98.0	103.0	0.1
> COc1ccc(N(CC(=O)NCc2ccccc2OC)S(=O)(=O)c2ccccc2[N+](=O)[O-])c(OC)c1
→ 98.0	2.5	10	104.0	98.0	-16.8	96.0	4.5	94.0	101.0	3.2
> COc1ccccc1C1/C(=C(/O)c2ccc(Cl)cc2)C(=O)C(=O)N1CCN1CCOCC1 (stereo unspecified)
→ 99.0	1.1	9	97.0	101.0	.	100.0	0.9	97.0	99.0	0.3
> CCn1ncc(C2=NOC(C(=O)N3CCN(c4ccccc4)CC3)C2)c1C (stereo unspecified)
→ 98.0	14.3	26	101.0	101.0	.	104.0	0.1	99.0	103.0	0.0
> CC1CCN(C(=S)c2ccc(N(C)C)cc2)CC1
→ 103.0	2.3	8	105.0	102.0	-7.3	97.0	1.9	98.0	98.0	1.2
> Cc1cc(C(=O)Nc2ccccn2)no1
→ 102.0	-3.7	9	104.0	102.0	.	101.0	3.1	98.0	100.0	0.2
> COc1ccc(C(=O)COC(=O)CCn2nnc(-c3cccs3)n2)cc1
→ 103.0	-1.3	11	108.0	105.0	11.6	108.0	1.1	101.0	112.0	0.1
> COc1cc(/C=C2\SC(N3CCc4ccccc4C3)=NC2=O)cc(OC)c1OC
→ 95.0	13.2	14	96.0	96.0	-11.3	93.0	4.3	95.0	97.0	1.4
> O=C(CSc1nnc(-c2ccncc2)n1Cc1ccccc1)Nc1nccs1
→ 97.0	-5.7	5	97.0	97.0	.	98.0	4.2	97.0	99.0	0.4
> Fc1nc(F)c(F)c(NCCCNc2c(F)c(F)nc(F)c2F)c1F
→ 101.0	12.1	9	106.0	99.0	-3.6	98.0	35.2	96.0	97.0	0.1
> CCOP(=O)(OCC)C(NC(=O)Nc1ccc(Cl)cc1)C(=O)N(CC)CC (stereo unspecified)
→ 99.0	12.3	9	100.0	100.0	8.5	99.0	0.4	98.0	103.0	0.2
> Cn1cnnc1SCC(=O)c1ccc(O)c(O)c1
→ 96.0	-5.6	20	102.0	96.0	-5.1	94.0	0.1	95.0	92.0	-0.1
> CCOC(=O)c1c(NC(=O)COC(=O)c2ccc(O)cc2)sc(C(=O)N(C)C)c1C
→ ?	13.4	11	?	?	-18.6	?	1.9	?	?	0.4
> Cc1cc2c(c(SCC#N)n1)C(=O)OC2
→ 99.0	-3.1	19	96.0	96.0	.	99.0	3.1	96.0	98.0	1.0
> CC(Cc1cccs1)NC(=O)Nc1ccc(F)cc1 (stereo unspecified)
→ 99.0	-5.0	10	98.0	100.0	.	104.0	3.7	99.0	98.0	0.2
> Nc1cc(S(=O)(=O)N2CCCCC2)ccc1N1CCOCC1
→ 99.0	-14.0	20	98.0	97.0	1.9	97.0	-0.3	95.0	97.0	0.1
> Cc1ccc(Nc2nnc(SCn3nnc4ccccc4c3=O)s2)cc1
→ 98.0	-5.5	12	99.0	100.0	-15.7	99.0	56.1	99.0	106.0	1.6
> CCOC(=O)Cn1c(=O)c2c(nc(N3CCCCC3)n2Cc2ccccc2)n(C)c1=O
→ 102.0	-0.1	17	101.0	102.0	-26.6	103.0	27.8	101.0	106.0	5.6
> Cc1ccccc1CSc1nnc2ccc(-c3ccncc3)nn12
→ 98.0	14.6	9	101.0	99.0	11.5	103.0	7.3	98.0	100.0	1.2
> COc1cc(C=O)ccc1Oc1cnccn1
→ 102.0	1.6	22	105.0	102.0	2.1	104.0	-0.2	98.0	101.0	-0.3
> COc1ccc(C(C)=O)cc1COC(=O)c1cnc(Cl)c(Cl)c1
→ 87.0	-21.7	11	86.0	85.0	-0.9	87.0	9.7	85.0	80.0	2.0
> Cc1ccc(C)c(NS(=O)(=O)c2cc(C(=O)N3CCc4ccccc4C3)ccc2Cl)c1
→ 103.0	1.5	6	97.0	102.0	12.2	101.0	4.4	100.0	103.0	2.0
> CCOC(=O)c1c(NC(=O)COC(=O)Cn2c(C(F)(F)F)nc3ccccc32)sc(C)c1C
→ 102.0	12.7	14	105.0	102.0	-1.0	100.0	51.4	96.0	105.0	0.9
> COc1cc(OC)c(-c2noc(C(=O)OC(C)(C)C)c2C(=O)OC(C)(C)C)c(OC)c1
→ 102.0	-8.6	6	101.0	102.0	.	101.0	12.0	104.0	103.0	3.0
> COc1ccc([N+](=O)[O-])cc1NC(=S)NC(=O)C(C)(C)C
→ 100.0	12.6	9	104.0	100.0	24.8	99.0	4.5	95.0	99.0	0.6
> CCOc1ccc(NCc2ccccc2OCc2cccc(F)c2)cc1
→ 113.0	38.3	3	106.0	114.0	.	115.0	13.5	115.0	129.0*[activator]	1.3
> CCOC(=O)c1c(C)nc2sc(C(N)=O)c(N)c2c1-c1ccccc1
→ 103.0	4.2	14	101.0	101.0	.	102.0	46.1	97.0	102.0	0.4
> CC(=O)Nc1ccc(S(=O)(=O)NC(CC(=O)N(C)Cc2ccccc2)C(C)C)cc1 (stereo unspecified)
→ 97.0	19.6	14	96.0	92.0	.	96.0	6.4	98.0	93.0	0.7
> COc1cccc(-n2c(SC3CCOC3=O)nc3ccccc3c2=O)c1 (stereo unspecified)
→ 101.0	24.0	25	101.0	97.0	0.6	94.0	4.1	98.0	94.0	1.2
> O=C(CSc1ccc(Cl)cc1)N1CCCC1
→ 94.0	4.4	11	93.0	94.0	-1.8	95.0	1.3	95.0	94.0	0.1
> O=C(O)c1cccnc1Sc1ccccc1
→ 104.0	11.5	13	98.0	104.0	0.2	100.0	19.6	104.0	108.0	0.8
> CC(=O)c1ccc(OCC(=O)c2ccc(-c3ccccc3)cc2)cc1
→ 95.0	-19.3	7	98.0	97.0	-3.9	94.0	2.1	96.0	96.0	0.0
> COc1ccc(CCN2C(=O)CN=C2Nc2ccc(F)cc2)cc1OC
→ 95.0	12.0	11	98.0	96.0	.	98.0	0.7	97.0	99.0	0.0
> COc1ccc(N2CCN(c3cc(C)c4ccc(C)cc4n3)CC2)cc1
→ 100.0	28.0	11	104.0	100.0	3.5	99.0	5.3	94.0	95.0	1.6
> COc1ccc(CNC(=S)Nc2cc(C)cc(C)c2)cc1
→ 96.0	-26.2	12	96.0	98.0	.	98.0	1.1	98.0	101.0	-0.2
> CCCn1nc2ccccc2c1P(=N)(N1CCOCC1)N1CCOCC1
→ 100.0	5.7	1	100.0	100.0	-6.0	101.0	-0.1	99.0	103.0	-0.1
> CC(OC(=O)c1ccc2c(=O)n3c(nc2c1)CCCCC3)C(N)=O (stereo unspecified)
→ 94.0	-17.6	12	96.0	98.0	-1.9	99.0	3.6	97.0	98.0	0.5
> N#Cc1c(-n2cccc2/C=N/O)sc2c1CCCC2
→ 95.0	9.0	17	96.0	98.0	4.2	98.0	-0.2	95.0	96.0	-0.2
> Cc1cc(C)nc(-n2ncc3c2CC(c2cccc(Cl)c2)CC3=O)n1 (stereo unspecified)
→ 97.0	-31.1	20	108.0	98.0	.	96.0	3.4	94.0	95.0	2.6
> O=c1oc2ccc3ccccc3c2cc1-c1nnc(-c2cccs2)o1
→ ?	35.8	4	?	?	11.2	?	-11.3	?	?	-5.7
